# Screening data deposited in PubChem BioAssay by University of Kansas High Throughput Screening Laboratory.
# Pf apPOL inh: Pf-apPOL inhibitors, biochemical, fluorescence | Plasmodium falciparum apicoplast DNA polymerase (apPOL) | Recombinant Pf-apPOL, molecular beacon fluorescence, 1.5 h | inhibition, % at 10 µM | 0.25% of 210,000 active
# mHTT-CaM PPI inh: mutant huntingtin-calmodulin interaction inhibitors – biochemical, AlphaScreen, primary screen | P42858 | AlphaScreen His-mHTT/GST-CaM binding, luminescence | inhibition, % at 15 µM | 3.6% of 190,000 active;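 note: 0% = both proteins with DMSO and 100% = one protein alone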
# Numbers without * were called inactive; · = no result given; & = joins results of further samples. Cut-off read from the data, not from the text of the source: active = inhibition above about 50%; inactive = the rest.
compound | Pf apPOL inh | mHTT-CaM PPI inh
O=C(CCc1ccccc1)N1CCN(C(=O)c2nnn3c2COC(c2ccccc2)C3)CC1 (configuration not stated) | -5.0 | -4.0
CSc1ccc(CCNC(=O)c2cnn3c4c(cnc23)CCCCCC4)cc1 | -3.4 | 12.2
Cc1sc(C(=O)N2CCCC2)c2ncnc(NCc3ccccc3F)c12 | -4.2 | -1.9
COc1ccc(NC(=O)C2(C)Oc3cccnc3NC2=O)cc1 (configuration not stated) | -3.7 | 1.9
N#CC1=C(N)N(c2ccccc2)C2=C(C(=O)CCC2)C1c1ccc(F)cc1 (configuration not stated) | -3.7 | 1.0
Cc1noc(COC2CCN(C(=O)c3ccc(C#N)cc3)CC2)n1 | -4.6 | -3.6
COCCCN1COc2ccc3c(c2C1)OC(=Cc1ccc(OC)cc1)C3=O | -9.5 | 18.0
Cc1cccc(OCC(=O)N2CCc3[nH]ncc3C2)c1 | -8.7 | 23.5
O=C(Nc1cccc(-c2nc3ncccc3o2)c1)c1cc([N+](=O)[O-])ccc1Cl | 2.9 | -3.0
Cc1noc(C2CN(C(=O)Cc3cccnc3)CCC2NC(=O)c2cccnc2)n1 (configuration not stated) | -7.2 | 0.0
CCOc1ccc(C(C)C)cc1S(=O)(=O)NCCn1ncccc1=O | -12.1 | -0.1
CC1CCN(C2CC(=O)N(c3ccc(S(=O)(=O)N4CCOCC4)cc3)C2=O)CC1 (configuration not stated) | -4.7 | 0.6
Cc1ccccc1S(=O)(=O)N1CCC2(CC1)NCCN=C2NC1CCCCC1 | -1.3 | -3.9
OCCN=C1CCCc2c1[nH]c1ccc(Cl)cc21 | -2.5 | -4.2&9.0
CC1=NN(c2ccc(S(N)(=O)=O)cc2)C(=O)C1 | -8.2 | 10.0

# Following part:
compound | Pf apPOL inh | mHTT-CaM PPI inh
O=C(NCCc1ccc(Cl)cc1)c1nc2ccccc2[nH]1 | 4.9 | 2.0
COc1cc(CNCc2ccccc2[N+](=O)[O-])cc(OC)c1 | -0.2 | 0.2
Cc1c(Br)c([N+](=O)[O-])nn1CCCC(=O)Nc1ccc(F)cc1F | 1.9 | 1.0
Cc1cccc(CNC(=O)C2CCN(c3cc(=O)n(C)c(=O)n3C)CC2)c1 | -1.1 | 45.2
O=[N+]([O-])c1ccccc1/C=C/CN1CCN(c2ccccc2F)CC1 | 0.4 | 15.5
O=C(CCc1ccccc1)Nc1ccc(N2CCOCC2)cc1 | -18.2&-5.5 | 3.0&7.0
NC(=O)c1cc(-c2ccccc2)nc2ccccc12 | -1.3 | 0.3
COCCC1CCN(C(=O)Cc2cccc(Cl)c2)CC1 | -3.2 | -6.6
CCc1c(C)sc(NC(=O)c2cnccn2)c1C(N)=O | -2.8 | 10.9
CC1=NS(=O)(=O)N(C)C=C1C(=O)OCc1ccc(C)cc1 | -17.4 | -20.2
C[C@@H]1CCN(C2CC2)S(=O)(=O)c2ccc(N3CC[C@H](O)C3)cc2O1 | -1.2 | -4.3
COc1ccc(N2CCN(S(=O)(=O)c3ccc(NC(C)=O)cc3)CC2)cc1 | -5.3 | 1.8
Cc1ccccc1C1CC(=O)Nc2c1c(C)nn2-c1nc2ccccc2s1 (configuration not stated) | 1.3 | -5.4
CCCNC(=O)c1cccc(CN2C(=O)C3CCCN3C(=O)c3ccccc32)c1 (configuration not stated) | -3.9 | -3.5
COC(=O)C1CN(Cc2ccccc2)CCS(=O)(=O)N1Cc1cn(Cc2ccc(C)cc2)nn1 (configuration not stated) | -6.0 | -3.3

# (further entries)
compound | Pf apPOL inh | mHTT-CaM PPI inh
CC[n+]1ccc(C=C2C=Cc3cc(C)ccc3N2C)cc1 | -6.3 | 35.0
CN1CCN(c2cc(-c3nc(-c4ccccc4)no3)c3ccccc3n2)CC1 | -6.2 | 1.1
Cc1ccc(C(=O)N2CCCC2C(=O)NC(C)C)cc1 (configuration not stated) | 0.1 | 0.0
CN(C)S(=O)(=O)c1ccc(-c2cn3cc(Cl)ccc3n2)cc1 | · | -1.5
COc1ccc2c(c1OC)C(=O)N(c1cccc(/C=C/C(=O)O)c1)C2 | 8.6 | 4.0
Cc1ccccc1CNC(=O)C(=O)Nc1cccc(C)c1C | -1.7 | 1.6
CCn1cnc2sc(C)c(C(=O)Nc3ccccc3C(F)(F)F)c2c1=O | -0.7 | -0.6
NCC(O)C1CCCCCCC1 (configuration not stated) | -1.9 | ·
CCC(CC)C(=O)Nc1ccccc1Br | 4.3 | -8.4
CC(C)C(=O)Nc1c(-c2cc(F)ccc2F)nc2ccccn12 | 2.5 | 6.8
O=C(O)C1C2CCC(O2)C1C(=O)N1CCN(c2ccc(Cl)c(Cl)c2)CC1 (configuration not stated) | 7.3 | 2.0
O=C(NC(NCc1ccco1)(C(F)(F)F)C(F)(F)F)c1cccnc1 | 15.3 | ·
CCn1cnc2sc(C(=O)Nc3c(F)cc(F)cc3Br)c(C)c2c1=O | -9.3 | 8.0
CC1(C(=O)O)CCC(c2nc3ccccc3s2)C1(C)C (configuration not stated) | -2.9 | -2.9
CN(CCC#N)c1ccc(C=NCCCN=Cc2ccc(N(C)CCC#N)cc2)cc1 | -3.5 | ·

# Following part:
compound | Pf apPOL inh | mHTT-CaM PPI inh
CC(C)(C)Nc1c([N+](=O)[O-])c(=O)sc2ccccc12 | -2.7 | 3.0
COc1ccc(C)cc1NC(=O)Cc1cn(C)c2ccccc12 | -5.3 | 25.0
COc1ccc(C=Nc2c(-c3ccco3)nc3ccccn23)cc1OC | -6.5 | 33.0
c1ccc(-c2nncn2C2CCNCC2)cc1 | -1.7 | 0.2
Cc1nc2ncccn2c1-c1csc(Nc2ccccc2)n1 | -0.6 | 97.0*
CC1(C)CC(=C2C(=O)c3ccccc3C2=O)C=C2c3ccccc3C(=O)C21 (configuration not stated) | -0.2 | 65.0*
Cc1ccc(CNC(=O)C2CCc3nc(N4CCN(C(=O)C(C)C)CC4)sc3C2)cc1 (configuration not stated) | -3.0 | 5.3
CNC(=O)C1=CCN(C(=O)NC2CCCC2)CC1 | -5.0 | -1.8
N#CC1=C(Nc2ccccc2Cl)SC(c2ccncc2)NC1=O (configuration not stated) | 7.9 | ·
CC(C)(C)Nc1c(-c2ccccn2)nc2ccc(Br)cn12 | 1.6 | 36.3
O=C(c1ccc(Cl)cc1)N1CCC(c2cnn(-c3ccccc3)c2)CC1 | -6.7 | -16.5
CCOc1ccccc1N1C(=O)C2C3c4ccccc4C(CO)(c4ccccc43)C2C1=O (configuration not stated) | 0.7 | 16.0
Cc1cc(C)n(CCC(=O)N2CCc3[nH]nc(-c4ccccc4)c3C2)n1 | 1.2 | 1.4
Cn1c(=N)n(CC(O)c2ccc(Cl)c(Cl)c2)c2ccccc21 (configuration not stated) | -5.4 | 3.0
Cc1ccc(C(=O)Nc2cccc(C)c2C)c(Cl)c1 | 1.5 | -1.6

# Next part:
compound | Pf apPOL inh | mHTT-CaM PPI inh
Cc1ccc(NC(=O)Cn2nc(N3CCC(C)CC3)c3ccccc3c2=O)cc1 | -1.0 | 3.2
NNC(=O)c1ccc(C(=O)O)cc1 | -7.5 | -3.8
CCOc1ccc(N2C(=O)CC(N3CCN(Cc4ccc5c(c4)OCO5)CC3)C2=O)cc1 (configuration not stated) | -5.7 | 5.0
Cc1ccc(CNC(=O)CC2CCN(C(=O)C3CCCCC3)CC2)cc1 | -2.9 | 4.0
CCN(CC)C(=O)NC1(C(F)(F)F)Oc2ccccc2O1 | -1.2 | 0.0
COc1ccc(N2CC(C(=O)N3CCN(c4ccccc4F)CC3)CC2=O)cc1 (configuration not stated) | 1.1 | -3.3
O=C(NC1CC(=O)N(Cc2ccccc2)C1)c1ccccc1Cl (configuration not stated) | -5.6 | -8.7
COc1ccc2c(c1)c(CC(=O)NCc1cccnc1)c(C)n2C(=O)c1ccc(Cl)cc1 | -3.7 | 58.0*
Cn1cc(C(=O)Nc2ccc(F)c(Cl)c2)nn1 | 1.0 | -18.4
NC(CS(=O)(=O)Cc1cccc(C(F)(F)F)c1)=NO | -6.4 | ·
CCOC(=O)N1CCN(CC(O)COc2ccc(Cl)cc2Cl)CC1 (configuration not stated) | -2.4 | 5.5
COc1ccc(C(=O)CCNc2ccccc2)cc1 | -4.6 | 4.9
CCOc1ccc2nc(SCC(=O)NCc3ccccc3)[nH]c2c1 | 4.2 | -1.6
Cc1cc([N+](=O)[O-])nn1CCCC(=O)Nc1ccccc1C(F)(F)F | -1.1 | -1.0
O=C(c1cc2c(s1)CCC(C(=O)N1CCCCCC1)C2)N1CCCCC1 (configuration not stated) | 1.2 | 2.1

# Other structures.
compound | Pf apPOL inh | mHTT-CaM PPI inh
O=C(c1ccc(C(F)(F)F)cc1)N1CCc2c(nc[nH]c2=O)C1 | 0.7 | -0.5
C=C(C)CN(CC)Cc1ccncc1 | 0.5 | -1.5
COc1ccc(/C=C2/N=C(c3ccco3)OC2=O)cc1OC | -2.5 | 10.0
O=C(NCC1CCCO1)c1c[nH]c2ncccc12 (configuration not stated) | 4.0 | -0.1
COc1cc(C2=N/C(=C\c3cccc([N+](=O)[O-])c3)C(=O)O2)cc(OC)c1OC | -1.7 | 1.0
O=C(NCC(O)c1ccc(C(F)(F)F)cc1)C(c1ccccc1)c1ccccc1 (configuration not stated) | -5.8 | 86.2*
Fc1ccc(N=CC=CC=CNc2ccc(F)cc2)cc1 | 3.0 | ·
COc1ccc(-c2cc(C(F)(F)F)n3ncc(C(=O)NC(C)c4ccccc4)c3n2)cc1OC (configuration not stated) | -3.5 | -6.0
CCN(CC)C(=O)CC[C@H]1CC[C@]2(CCCN(C3CCCCC3)C2)O1 | -2.1 | -2.6
O=S(=O)(NN1CCOCC1)c1cccc2nonc12 | -6.1 | ·
Cc1sc(N=Cc2ccc(Br)s2)c(C(N)=O)c1C | · | 16.7
CCc1nc(NCC(C)C)c2c(C)nn(-c3ccccc3)c2n1 | -5.1 | -32.0
COc1ccc(CNC(=O)c2cc3n(n2)CCCN(Cc2ccccc2)C3=O)cc1OC | -3.9 | 11.2
Cc1noc(CNC(=O)C2CCN(C(=O)c3cc(-c4ccccc4)n[nH]3)CC2)n1 | -8.6 | -22.9
O=C(CC1CC1)N1CCCN(Cc2noc(-c3ccccc3)n2)CC1 | 0.7 | -2.5

# Other structures.
compound | Pf apPOL inh | mHTT-CaM PPI inh
O=[N+]([O-])c1cc(Cl)ccc1NCn1nnc2ccccc21 | -10.1 | 29.0
CC(C)c1ccccc1NC(=O)c1cccc([N+](=O)[O-])c1 | 2.8 | 0.3
O=C1C2C3c4ccccc4C(C(=O)O)(c4ccccc43)C2C(=O)N1c1cccc([N+](=O)[O-])c1 (configuration not stated) | -0.7 | 6.0
O=C1C(=CC2CC=CCC2)Cc2ccccc21 (configuration not stated) | -10.6 | ·
O=C(NCc1ccccn1)C1CCN(S(=O)(=O)N2CCCC2)CC1 | -37.1 | 15.0
CCOc1ccccc1NC(=O)CSc1nc(C)c(CC)c(=O)[nH]1 | 1.6 | -8.2
C[N+](C)(C)CC(O)COc1ccc(C23CC4CC(CC(C4)C2)C3)cc1 (configuration not stated) | -9.9 | 24.2
CCCc1cc(C2CCCN2C(=O)c2ccco2)no1 (configuration not stated) | -5.3 | 6.5
COc1ccc(C=Nc2ccc(Cl)c([N+](=O)[O-])c2)cc1Cl | 0.1 | 15.0
Cc1ncc(CO)c2cc(C(=O)Nc3cccc(Cl)c3)c(=O)oc12 | -3.5 | 0.0
Cc1ccc(C)c(NC(=O)C2CC(=O)N(c3cccc([N+](=O)[O-])c3)C2)c1 (configuration not stated) | -6.1 | -2.9
Cc1cc(=O)[nH]c(SCC(=O)N2CCCCC2)n1 | -2.0 | -4.5
Cc1nc2nc(SCC(=O)NCc3ccco3)nn2c(C)c1Cc1c(F)cccc1Cl | 24.1 | 11.0
Cc1c(C#N)c(N)c(C(=O)c2ccccc2)n1Cc1ccccc1 | -4.0 | 8.1
Cc1ccc(NC(=O)c2cc3n(n2)C(C(F)(F)F)CC(c2ccc4c(c2)OCO4)N3)c(C)c1 (configuration not stated) | -3.6 | 5.0

# (further entries)
compound | Pf apPOL inh | mHTT-CaM PPI inh
COc1ccc(N=Cc2c(O)n(-c3ccccc3C)c(=O)c3ccccc23)cc1 | 1.3 | 19.0
Cc1ccc(F)cc1Nc1ncnc(N)c1[N+](=O)[O-] | -3.0&-4.1 | -6.1&1.0
O=C(c1ccco1)N(Cc1ccsc1)Cc1ccccn1 | -5.8 | -17.1
O=C1CCCC2=C1C(c1cccc(O)c1)c1c(nc(SCc3ccccc3F)[nH]c1=O)N2 (configuration not stated) | 1.1 | 25.0
Cc1ccc(NC(=O)C2CCCN(c3nnc4cccc(C)n34)C2)cc1 (configuration not stated) | -7.2 | 7.6
COc1ncc(C(=O)Nc2ccc(C)cc2F)c(C)n1 | -3.4 | -7.6
O=c1cc(NCCC2=CCCCC2)c2ccccc2o1 | -10.4 | ·
COc1ccc(C(=O)c2coc3cc(C)ccc3c2=O)cc1 | -4.9 | 7.1
O=C(c1ccccc1)N1CCN(c2nc3nc[nH]c(=O)c3[nH]2)CC1 | -4.4 | -10.0

# Some of the compounds tested; the hit share may differ from the screen's.
